DRD3 agonist – activates the human D3 dopamine receptor; 410,000 compounds, 0.58% hits; P35462; max activation, %; D3R DiscoveRx beta-arrestin cells, luminescence, 90 min; AID 652048; in the data active = max activation above about 30%; also: 0% is about no effect; mostly tested at two doses, the higher about 12 µM
Target sequence (P35462 whole entry, looked up): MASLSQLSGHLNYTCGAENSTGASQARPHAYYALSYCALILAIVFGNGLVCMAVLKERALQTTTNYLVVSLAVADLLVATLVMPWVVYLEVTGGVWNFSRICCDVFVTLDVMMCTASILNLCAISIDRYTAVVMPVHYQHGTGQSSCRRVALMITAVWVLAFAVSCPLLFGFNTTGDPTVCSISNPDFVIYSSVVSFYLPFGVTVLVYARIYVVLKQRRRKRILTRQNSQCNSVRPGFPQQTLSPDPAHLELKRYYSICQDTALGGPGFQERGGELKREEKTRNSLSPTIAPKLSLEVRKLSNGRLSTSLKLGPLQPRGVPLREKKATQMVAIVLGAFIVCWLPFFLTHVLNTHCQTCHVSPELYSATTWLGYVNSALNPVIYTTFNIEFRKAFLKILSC
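Cells at 1500/well, incubated overnight, then treated with pinned compounds (dopamine as control) for 90 min at 37 degrees C. DiscoveRx reagent added for 30 - 60 minutes at room temperature; luminescence read.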
HT1080NT lethal – kills 2HG-producing HT-1080-NT fibrosarcoma cells; Potency, µM (titrated, usually from 46.1 µM), inactives show at the top dose activity, negative = less viability, usual class: cytotoxic; AID 686970; 360,000 compounds, 1.6% hits; HT-1080-NT fibrosarcoma viability, CellTiter-Glo ATP luminescence, 48 h;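 also: NT is the 2HG producing partner of a matched IDH1 knockdown line; potency is read from the fitted curve at half-maximal effect; 0% = DMSO-treated cells and -100% = media-only wells without cells; nearly all actives have a fitted effect of over 55% in size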
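Viability by CellTiter-Glo luminescence after 48 h compound exposure at 37C of HT-1080-NT cells (750/well, RPMI, 5% FBS). % activity scaled between DMSO wells and medium-only wells, then curve-fitted and categorized by curve class.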
SW480 rerep – induces DNA re-replication in SW480 colon adenocarcinoma cells. SW480 DNA re-replication, Hoechst DNA content imaging, 48 h. Potency, µM (series often up to 46.1 µM), without a hit: top-dose re-replication activation, usual class: activators. 340,000 compounds, 1.8% hits; also: potency is read from the fitted curve at half-maximal effect; % of control where 0% means no effect; nearly all actives have a fitted effect of over 55% in size
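Hoechst fluorescence of nuclei (405 nm excitation, 500-530 nm emission) measured by plate-scanning imager after 48 hr compound exposure at 37 C; re-replication scored as increased number of nuclei with elevated intensity.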
KB-3-1 cytotox – KB-3-1 parental cell cytotoxicity | Potency, µM (highest dose often 46.1 µM), inactives show at the highest dose activity change, negative = cytotoxic, actives largely listed as cytotoxic | 400,000 compounds, 1.4% hits | AID 1347075 | KB-3-1 viability, CellTiter-Glo ATP luminescence, 72 h; also: potency is read from the fitted curve at half-maximal effect; % is scaled to controls: 0 for no effect and ±100 for the full control effect; nearly all actives have a fitted effect of over 60% in size
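Using CellTiter-Glo luminescence, growth of non-resistant KB-3-1 adenocarcinoma cells is assessed 72 h after pin-tool compound addition at 37 °C. Normalized responses across the concentration series yield fitted curves.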
D3 antag – D3 dopamine receptor (human) antagonism. P35462. max response, negative = inhibition, %. D3R cells, DiscoveRx beta-arrestin luminescence, antagonist mode; hits give low values. 360,000 compounds, 2.5% hits; in the data active = max response below about -50%; inconclusive = no clear call, values can overlap the other calls; also: % is scaled to controls: 0 for no effect and ±100 for the full control effect; mostly tested at two doses, the higher about 12 µM
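Cells plated overnight at 1500 cells/well, then exposed to library compounds with dopamine controls for 90 minutes at 37 degrees C. DiscoveRx reagent added for 30–60 minutes at room temperature; luminescence read, quantitative HTS format.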
GLP1R ag – activates the human GLP-1 receptor; P43220; HEK293 GLP-1R CRE-luciferase, luminescence, 4-6 h; cells express a hypersensitive GLP-1R form; Potency, µM (titrated, usually from 45.6 µM), without a hit: at the highest dose activation, most hits filed as activators; 380,000 compounds, 0.007% hits; also: potency is read from the fitted curve at half-maximal effect; % of control where 0% means no effect
Target sequence (P43220 whole entry, looked up): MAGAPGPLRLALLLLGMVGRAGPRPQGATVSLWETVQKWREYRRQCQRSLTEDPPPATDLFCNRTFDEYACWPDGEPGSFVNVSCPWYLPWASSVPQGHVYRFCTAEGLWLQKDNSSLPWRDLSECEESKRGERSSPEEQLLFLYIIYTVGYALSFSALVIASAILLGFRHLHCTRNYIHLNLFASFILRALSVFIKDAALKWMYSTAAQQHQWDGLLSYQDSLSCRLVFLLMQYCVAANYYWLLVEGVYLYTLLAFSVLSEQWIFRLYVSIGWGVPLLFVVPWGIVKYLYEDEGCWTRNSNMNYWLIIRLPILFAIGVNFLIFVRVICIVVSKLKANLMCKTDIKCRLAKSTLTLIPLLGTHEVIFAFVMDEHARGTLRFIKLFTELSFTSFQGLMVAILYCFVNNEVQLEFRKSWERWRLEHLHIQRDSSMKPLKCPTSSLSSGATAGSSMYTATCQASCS
KB-V1 MDR tox – kills drug-selected multidrug resistant KB-V1 cells. KB-V1 MDR cells viability, CellTiter-Glo, 72 h. Potency, µM (doses to about 46.1 µM), inactives show top-dose activity change, negative = cytotoxicity, usual class: cytotoxic. 400,000 compounds, 3.4% hits. AID 1347076; also: potency is read from the fitted curve at half-maximal effect; % is scaled to controls: 0 for no effect and ±100 for the full control effect; nearly all actives have a fitted effect of over 60% in size
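Luminescent ATP read-out (CellTiter-Glo, 10 min) measures survival of drug-selected KB-V1 MDR cells after 72 h, 37 degrees C compound exposure. Medium: phenol-red-free DMEM, 10% FBS. Values from fitted concentration-response curves.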
IL1B secr inh – blocks inflammasome-driven IL-1 beta release | THP-1 LPS/ATP IL-1B secretion, AlphaLISA, 16 h; hits give low values | activity change, % at 57.5 µM | 360,000 compounds, 4.7% hits | AID 743279; in the data active = activity change below about -50%; inconclusive = mostly about -30% to -49%; also: % is scaled to controls: 0 for no effect and ±100 for the full control effect
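Secreted IL-1B measured by AlphaLISA bead assay after 16 h compound exposure of THP-1 cells; compounds (final up to 57.5 uM) added 1 h before LPS (250 ng/mL) and ATP (1.25 mM) stimulation; lower signal means less secretion.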
HT1080 IDH1KD tx – kills HT-1080 cells with IDH1 knockdown; HT-1080 IDH1 knockdown viability, ATP luminescence, 48 h; Potency, µM (top dose mostly 46.1 µM), for the others: at the highest dose activity, negative = toxicity, actives largely listed as cytotoxic; 360,000 compounds, 2% hits; AID 686971;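 also: potency is read from the fitted curve at half-maximal effect; 0% = DMSO wells and -100% = cell-free medium wells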
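Using the IDH1-knockdown HT-1080 line run in the same batch and compound series as the NT line, viability after 48 h at 37 °C was determined by CellTiter-Glo luminescence and expressed as % activity.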
An asterisk follows results filed as active; ? = inconclusive; · = no result given; [ ] = dose if it differs, or a comment. Unless noted, calls follow the shape of the dose curve; as a rule, active = well fitted curve in the direction sought with a large enough effect; inconclusive = small, poorly fitted or top-dose-only effect, or another doubt; inactive = no such curve, though single readings can be large; an effect the other way counts as inactive or inconclusive.

SMILES	DRD3 agonist	HT1080NT lethal	SW480 rerep	KB-3-1 cytotox	D3 antag	GLP1R ag	KB-V1 MDR tox	IL1B secr inh	HT1080 IDH1KD tx
O=C(O)c1ccccc1-n1c2ccccc2c2ccccc21	-4	4%	?	2%	3	-1%	16%	21	-3%
COc1ccc(OC)c(NC(=O)C(=O)NCc2ccncc2)c1	-3	26%	-10%	4%	1	21%	-2%	-25	12%
CCOc1ccc(NC(=O)C(C)NC(=O)c2ccccc2Cl)cc1S(=O)(=O)N1CCCC1 (stereo not given)	-5	-1%	11%	-2%	-14	-7%	1%	6	16%
COc1ccc(-n2c(=O)c3ccc(C(=O)NCc4ccc(C)cc4)cc3n(Cc3ccc(F)cc3Cl)c2=O)cc1	4	·	·	25%	·	4%	?	·	·
CCOc1cc(C#N)ccc1OCC(=O)N1CCc2ccccc2C1	-2	-1%	-27%	8%	15	6%	24%	-6	-4%
Cc1nn(-c2ccccc2)c(C)c1C=O	-5	1%	-7%	25%	-5	8%	27%	3	4%
COc1ccc(C(=O)O)cc1S(N)(=O)=O	-12	-3%	-4%	-3%	-60*	-1%	1%	-10	6%
O=C(COC(=O)CNC(=O)C1CCCCC1)Nc1ccccc1	-4	?	-1%	2%	-8	6%	-9%	-12	23%
COc1cccc(-n2cc(CN(C)Cc3nc(Cc4ccccc4)no3)cn2)c1	3	-1%	?	-4%	-8	13%	0%	28	-6%
Cc1ccc(S(=O)(=O)N(C)C[C@@H]2Oc3ccc(NS(C)(=O)=O)cc3CC(=O)N([C@H](C)CO)C[C@@H]2C)cc1	-5	-20%	2%	2%	?	10%	-6%	3	0%
COc1cc(OC)c(NC(=O)CCc2c(C)nc3ncnn3c2C)cc1Cl	-7	·	·	-1%	·	-2%	18%	·	·
CC(NC(=O)COC(=O)CC(c1ccccc1)c1ccccc1)c1ccccc1 (stereo not given)	4	9%	-2%	-5%	0	19%	-18%	4	4%
NC(=O)NCCN1CCN(c2ncc(C(F)(F)F)cc2Cl)CC1	-14	-8%	-3%	-14%	7	5%	-1%	55	-2%
CCc1ccc(N2C(=O)N(CC(=O)C(C)(C)C)c3ccccc3S2(=O)=O)cc1	2	·	·	17%	·	0%	-22%	·	·
COc1ccc(C2C(C(=O)N3CCN(c4ccccn4)CC3)CCC(=O)N2c2ccc(OC)cc2)cc1 (stereo not given)	-5	5%	-9%	-5%	-13	-1%	2%	25	-6%
CCOc1ccc(C(C)=O)cc1CN1c2ccc(S(N)(=O)=O)cc2CC1C (stereo not given)	5	-2%	-12%	-26%	4	16%	4%	-24	-19%
CC(C)NC(=O)C1C(c2ccc(C(F)(F)F)cc2)=Nc2ccccc2N1C(=O)c1cccc2ccccc12 (stereo not given)	4	12%	·	6%	1	·	-10%	29	2%
CCOC(=O)/C=c1\s/c(=C\c2ccc(C#N)cc2)c(=O)n1CC(=O)NCc1ccco1	3	7%	6%	-1%	5	4%	1%	0	5%
COc1ccc(/C=N/NC(=O)c2cc(C34CC5CC(CC(C5)C3)C4)[nH]n2)cc1O	3	?	-2%	2%	-20	-8%	?	89	-29%
CCOC(=O)N1CCN(C(=O)CSc2nnc(Cn3c(=O)sc4ccccc43)n2C)CC1	1	9%	-7%	24%	-6	-3%	?	4	12%
CC(=O)n1cc([C@H]2C=C(C(N)=O)O[C@@H](OCc3ccc(CO)cc3)C2)c2ccccc21	36*	-22%	-8%	5%	66	18%	-7%	35	-1%
CCCNC(=O)c1ccc2c(=O)c(O)c(-c3cccc(Br)c3)[nH]c2c1	3	-15%	-19%[9.22 µM]	12µM*	0	-1%	1%	46	?
Oc1ccc(Br)cc1-c1cc(-c2ccc(Cl)cc2)n[nH]1	5	23µM*	15µM*	18µM*	-4	-15%	10µM*	-14	23µM*
CCOC(=O)c1cnc2ccccc2c1Nc1cccc(C(=O)O)c1	4	3%	?	-2%	12	1%	3%	35	4%

Part of the list above in order of length of the SMILES, smallest number first.
SMILES	DRD3 agonist	HT1080NT lethal	SW480 rerep	KB-3-1 cytotox	D3 antag	GLP1R ag	KB-V1 MDR tox	IL1B secr inh	HT1080 IDH1KD tx
CCOC(=O)c1cnc2ccccc2c1Nc1cccc(C(=O)O)c1	4	3%	?	-2%	12	1%	3%	35	4%
COc1cc(OC)c(NC(=O)CCc2c(C)nc3ncnn3c2C)cc1Cl	-7	·	·	-1%	·	-2%	18%	·	·
CC(NC(=O)COC(=O)CC(c1ccccc1)c1ccccc1)c1ccccc1 (stereo not given)	4	9%	-2%	-5%	0	19%	-18%	4	4%
CCOc1ccc(C(C)=O)cc1CN1c2ccc(S(N)(=O)=O)cc2CC1C (stereo not given)	5	-2%	-12%	-26%	4	16%	4%	-24	-19%
CCc1ccc(N2C(=O)N(CC(=O)C(C)(C)C)c3ccccc3S2(=O)=O)cc1	2	·	·	17%	·	0%	-22%	·	·
CCOC(=O)N1CCN(C(=O)CSc2nnc(Cn3c(=O)sc4ccccc43)n2C)CC1	1	9%	-7%	24%	-6	-3%	?	4	12%
COc1ccc(/C=N/NC(=O)c2cc(C34CC5CC(CC(C5)C3)C4)[nH]n2)cc1O	3	?	-2%	2%	-20	-8%	?	89	-29%
CCOC(=O)/C=c1\s/c(=C\c2ccc(C#N)cc2)c(=O)n1CC(=O)NCc1ccco1	3	7%	6%	-1%	5	4%	1%	0	5%
COc1ccc(C2C(C(=O)N3CCN(c4ccccn4)CC3)CCC(=O)N2c2ccc(OC)cc2)cc1 (stereo not given)	-5	5%	-9%	-5%	-13	-1%	2%	25	-6%
CC(=O)n1cc([C@H]2C=C(C(N)=O)O[C@@H](OCc3ccc(CO)cc3)C2)c2ccccc21	36*	-22%	-8%	5%	66	18%	-7%	35	-1%
CC(C)NC(=O)C1C(c2ccc(C(F)(F)F)cc2)=Nc2ccccc2N1C(=O)c1cccc2ccccc12 (stereo not given)	4	12%	·	6%	1	·	-10%	29	2%

Further compounds.
SMILES	DRD3 agonist	HT1080NT lethal	SW480 rerep	KB-3-1 cytotox	D3 antag	GLP1R ag	KB-V1 MDR tox	IL1B secr inh	HT1080 IDH1KD tx
Cc1noc(C)c1CSCC(=O)NC1=NCCS1	9	8%	2%	-4%	3	-12%	-29%	5	7%
CCOC(=O)C1CCCN(C(=O)c2cc3cc(OC)c(OC)cc3[nH]2)C1 (stereo not given)	-9	4%	-3%	0%	7	10%	-3%	?	0%
Cc1cc(NC(=O)c2ccc3nc(C)sc3c2)no1	-3	22%	-1%	-5%	-2	-2%	0%	-1	29%
Cc1nc(NC(=O)c2ccc3c(c2)OCO3)ccc1Br	-8	9%	-1%	-3%	-1	21%	-1%	2	0%
COC(=O)Nc1ccc(S(=O)(=O)N(CCO)CCO)cc1	11	-3%	-1%	-3%	37	-4%	-16%	13	19%
O=C(CCNC(=O)c1ccccc1Cl)Nc1cc(C(F)(F)F)ccc1Cl	-6	8%	-3%	12%	-5	0%	-14%	-4	9%
O=C(c1cc2nc(-c3ccccc3)cc(C(F)(F)F)n2n1)N1CCN2CCCC2C1 (stereo not given)	25	?	0%	-11%	-12	9%	-18%	?	-5%
CCCn1c2ccccc2c2cnn(CC(=O)N(CC)CC)c(=O)c21	-4	0%	-3%	0%	2	-5%	0%	-7	-2%
O=C(NCCOc1ccccc1)C1CCC(=O)N(CCCN2CCCC2=O)C1 (stereo not given)	3	-1%	3%	·	-7	2%	·	-7	0%
COc1cc(C2C(C(=O)c3cc4ccccc4o3)=C(O)C(=O)N2c2cc(C)on2)cc(OC)c1OC (stereo not given)	-4	2%	-4%	9%	-3	-5%	-13%	8	-1%
O=[N+]([O-])c1ccc(OCCCCN2CCc3ccccc3C2)cc1	-21	-13%	7%	-5%	-102*	7%	-26%	?	-19%
CC(C)(C)n1nc2c(c1NC(=O)Cc1ccc(F)cc1)CSC2	1	-3%	-18%	19%	7	-5%	7%	-1	13%
O=C(Nc1ccc(S(=O)(=O)N2CCOCC2)cc1)c1ccc([N+](=O)[O-])o1	-8	18µM*	-9%	?	?	5%	?	-100*	8.2µM*
Cc1cc(CNC(=O)CC2C(=O)NCCN2Cc2ccccc2C(F)(F)F)on1 (stereo not given)	3	7%	-2%	-2%	3	0%	21%	14	10%
Cc1cc2c(c(SCC(=O)NCc3ccc(Cl)cc3)n1)C(=O)OC2	-1	1%	-5%	-4%	4	0%	8%	48	9%
CCN(CC)S(=O)(=O)c1ccc(NC(=O)COC(=O)CNC(=O)C2CCCCC2)cc1	-5	-14%	-5%	24%	4	-6%	-7%	2	-1%
CCc1ccc(N2C(=O)Nc3ccccc3C2(O)C(=O)N2CCN(c3ccccn3)CC2)cc1 (stereo not given)	-12	1%	10%	0%	-27	5%	-28%	?	-5%
O=C(c1cc2cc([N+](=O)[O-])ccc2oc1=O)N1CCN(C2CCCCC2)CC1	-2	1%	3%[1.84 µM]	10%	-18	-5%	17%	30	3%
CC(=O)N/N=C/c1cc2c(cc1[N+](=O)[O-])OCO2	2	5%	-11%	-1%	4	2%	6%	1	5%
COc1ccccc1C(=O)N/C(=C\c1cn(S(=O)(=O)N(C)C)c2ccccc12)C(=O)NCCCN1CCOCC1	4	?	-1%	-18%	20	2%	13%	-18	?
Cc1ccc(S(=O)(=O)NC(=O)NCc2ccc(Cl)cc2)cc1	1	-15%	-12%	12%	-9	5%	16%	-15	-3%
OC(c1ccc(F)cc1)c1nc(-c2cccs2)cs1 (stereo not given)	3	11%	·	0%	-2	22%	1%	-4	4%
O=C(Cn1c(=O)oc2cc(S(=O)(=O)N3CCCC3)ccc21)Nc1cccc(C(F)(F)F)c1	4	-16%	35%	-3%	0	-23%	14%	4	-14%
Cc1c(C)c2c(OCC(=O)Nc3ccc(CCO)cc3)cc3c(c2oc1=O)CCC(C)(C)O3	19	-7%	-10%	0%	79	16%	?	-7	?

Bioassay records (PubChem)
